# GPR55 activation = selective activators of receptor GPR55 – imaging, U2OS cells, beta-arrestin-GFP redistribution, primary screen (AID 1961); U2OS GPR55 beta-arrestin-GFP redistribution imaging; higher % means a stronger effect; activation, % at 10 µM; hits with a dose series show EC50 in µM; hit rate 0.048% among 290,000;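 active means activation above 40% with more than 50 cells counted in the well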;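 further: U2OS osteosarcoma cells stably expressing GPR55 and beta-arrestin-GFP; plate controls were DMSO negative control for no effect and LPI positive control for full effect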
# NOD1 inhibition = NOD1 signaling inhibitors, primary screen, cell-based, luminescence, uHTS (AID 1578). NOD1-driven NF-kB luciferase reporter cells, luminescence; higher % means a stronger effect. inhibition, % at 4 µM; hits with a dose series show EC50 in µM. hit rate 1% among 290,000; in the data active means inhibition mostly above about 36%, no sharp cut-off; inactive means mostly below about 34%;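 further: HEK-293T reporter cells stimulated with the NOD1 agonist gamma-tri-DAP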
# KOR beta-arrestin-1 = KOR agonists, beta-arrestin recruitment, primary screen, cell-based, luminescence, uHTS (AID 1777) | KOR beta-arrestin recruitment, luminescence; higher % means a stronger effect | activation, % at 10 µM, or EC50 in µM where a hit was titrated | hit rate 0.02% among 280,000; in the data active means activation above about 50%, passing the limit was not always enough; further: a part of the inactive calls stands beside numbers as strong as those of hits
# HIV fusion peptide = cell-free HIV fusion peptide-binding blockers – biochemical, uHTS, fluorescence dequenching, primary screen (AID 1986); cell-free peptide binding, fluorescence dequenching, 30 min; higher % means a stronger effect; one-dose inhibition, % at 20 µM; IC50 in µM for titrated hits; hit rate 0.3% among 290,000; in the data active means inhibition mostly above about 52%, no sharp cut-off; inactive means mostly below about 76%; further: some results filed as inactive read as strong as hits
# GPR55 antagonists = inhibition of LPI-stimulated GPR55 beta-arrestin translocation – imaging, U2OS, beta-arrestin-GFP, LPI agonist, primary screen (AID 2013) | U2OS GPR55 beta-arrestin-GFP translocation imaging, LPI antagonism; higher % means a stronger effect | one-dose inhibition, % at 10 µM; IC50 in µM for titrated hits | hit rate 0.13% among 290,000;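 active means spots per cell inhibited over 60%, with over 100 cells counted and total cytoplasm intensity under 500,000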;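 further: U2OS cells stably carrying GPR55 and arrestin-GFP stimulated by 5 µM LPI near EC80; imaged beta-arrestin-GFP aggregate spots per cell after agonist stimulation; plate controls were LPI-stimulated DMSO wells for no effect and DMSO wells without LPI for full effect; some results filed as inactive read as strong as hits; confirmed hits need IC50 under 10 µM and bright autofluorescent wells are also inconclusive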
# Dengue-2 NS5 capping = Dengue-2 NS5 methyltransferase inhibitors, primary screen, biochemical, confirmation dose response (AID 588689); Dengue-2 NS5 methyltransferase capping enzyme assay, biochemical; higher % means a stronger effect; one-dose inhibition, % at 25 µM; IC50 in µM for titrated hits; hit rate 0.3% among 340,000; in the data active means a potency from the dose series
# KOR beta-arrestin-2 = KOR antagonists, beta-arrestin recruitment, cell-based, luminescence, uHTS (AID 1778); KOR beta-arrestin recruitment, luminescence, antagonist mode; higher % means a stronger effect; inhibition, % at 10 µM, or IC50 in µM where a hit was titrated; hit rate 0.091% among 290,000; in the data active means inhibition above about 50%; further: strong numbers were not always called active
# West Nile antiviral = inhibition of WNV-induced cytopathic effect – cell-based, CPE readout (AID 1621). CPE inhibition, % at 10 µM; hits with a dose series show IC50 in µM. West Nile virus-infected cells, CPE inhibition; higher % means a stronger effect. hit rate 0.02% among 290,000; in the data active means a potency from the dose series; further: strong numbers were not always called active
# GPR35 arrestin U2OS = inhibition of zaprinast-stimulated GPR35 beta-arrestin translocation – imaging, U2OS, beta-arrestin-GFP, zaprinast agonist, primary screen (AID 2058) | U2OS GPR35 beta-arrestin-GFP translocation imaging, zaprinast antagonism; higher % means a stronger effect | inhibition, % at 10 µM, or IC50 in µM where a hit was titrated | hit rate 0.052% among 290,000;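 active means inhibition of at least 50% with at least 30 cells and total cytoplasm GFP at most 10,000,000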
# Dengue-2 NS5 capping pilot replicate = recorded beside Dengue-2 NS5 capping, whose call it bears; inhibition, %; measured here: pilot screen replicate inhibition
# An asterisk follows results filed as active; nt = no result given; [ ] = dose if it differs, or a comment.
SMILES,GPR55 activation,NOD1 inhibition,KOR beta-arrestin-1,HIV fusion peptide,GPR55 antagonists,Dengue-2 NS5 capping,KOR beta-arrestin-2,West Nile antiviral,GPR35 arrestin U2OS,others
CCNc1ccc(C(=O)OCC(=O)N2CCCC2)cc1[N+](=O)[O-],0.3%,11.4%,-0.7%,-0.2%,-3.5%,-4.0%,-6.2%,-1.0%,-0.3%,
CON(C)S(=O)(=O)c1cccc(C(=O)Oc2ccc(N(C)S(=O)(=O)c3ccccc3)cc2)c1,-0.1%,-22.7%,-3.9%,-0.9%,-8.9%,0.0%,-5.8%,-0.8%,2.3%,
Cc1ccc(NC(=O)C(c2ccccc2)c2ccccc2)nc1,0.0%,-9.2%,3.0%,0.7%,-2.9%,-4.8%,-18.3%[20 µM],-0.9%,-4.3%,
CCOc1ccc(N=Cc2c(O)c3ccccc3oc2=O)cc1,0.0%,-18.8%,-3.0%,-0.6%,-12.4%,-5.8%,13.9%,-0.8%,-2.6%,
CCCNc1nc(C)c(C(C)=O)cc1C#N,0.2%,4.9%,-2.7%,0.8%,-0.8%,-4.1%,1.3%,0.1%,4.3%,
CCN(CC)c1nc(OC)nc(-n2nnc(C(C)=O)c2C)n1,-0.1%,-18.3%,5.2%,-1.9%,1.0%,2.7%,2.7%,0.1%,5.4%,
CCCOc1ccc2cc(C(=O)NCc3ccccc3)c(=O)oc2c1,-0.1%,12.2%,1.4%,-0.7%,7.7%,-5.8%,-16.1%,-0.6%,3.3%,
Cc1ccc(C)c(NC(=O)CSc2ccc(-c3cccs3)nn2)c1,-0.1%,-22.8%,2.7%,8.4%,11.4%,0.0%,1.8%,-1.0%,-2.7%,
COc1ccc(N(CC(=O)N2CCCCC2)S(=O)(=O)c2ccccc2)c(OC)c1,-0.3%,6.9%,1.1%,-4.1%,5.1%,-1.4%,-26.7%,-0.4%,13.0%,
Cc1ccc(-c2noc(CCCc3ccccc3)n2)cc1,-0.1%,1.3%,2.6%,-0.5%,-10.8%,nt,-10.7%,0.2%,-1.6%,
Cc1ccc(-n2ncc3c2CCCC3NC(=O)CCC2=NNC(=O)CC2)cc1C (centres undefined),-0.1%,-15.8%,0.7%,0.7%,17.0%,-2.6%,15.2%,0.0%,-0.7%,
O=C(COc1ccccc1[N+](=O)[O-])N/N=C/c1ccc(O)cc1,-0.1%,-41.4%,2.9%,-1.7%,6.1%,-1.9%,-5.2%,0.0%,-9.5%,
CCCn1c(N2CCOCC2)nc2c1c(=O)[nH]c(=O)n2C,-0.1%,12.7%,4.9%,-1.1%,-4.6%,-4.1%,-12.6%,-0.3%,1.7%,
N/C(=N\OC(=O)c1csnn1)c1ccc(C(F)(F)F)cc1,0.2%,2.0%,nt,-2.5%,-16.2%,-1.5%,-7.8%,-0.3%,-12.0%,
CN(C)CCCN(C(=O)/C=C/c1cccs1)c1nc2c(F)cccc2s1,2.7%,-12.5%,-0.4%,0.3%,12.7%,-4.6%,-11.4%,-1.4%,22.1%,
Oc1ccccc1C=NCCCCCCN=Cc1ccccc1O,-0.1%,-6.4%,3.6%,-1.1%,-4.1%,-1.5%,3.2%,0.1%,-3.1%,
O=C(/C=C/c1cccc([N+](=O)[O-])c1)Nc1ccccc1N1CCOCC1,-0.2%,-27.5%,0.2%,-1.2%,8.5%,-2.2%,-0.7%,-1.2%,-0.8%,
CCOc1ccc(N(CC(=O)NCCc2ccc(C)cc2)S(=O)(=O)c2c(C)noc2C)cc1,0.3%,-16.4%,-5.2%,1.1%,21.7%,-2.6%,30.1%,0.0%,9.2%,
O=c1c(Cc2c(F)cccc2Cl)c(O)ccn1CCCn1ccnc1,0.0%,-26.1%,-2.5%,0.4%,0.0%,0.0%,2.9%,0.0%,0.0%,
CCOc1ccccc1C1c2[nH]c3ccccc3c2C[C@H]2C(=O)N(C3CC3)CC(=O)N12 (some centres undefined),-0.1%,-3.2%,-0.4%,2.4%,9.0%,-2.0%,-7.2%,-0.9%,11.2%,
O=C(CC(c1ccccc1)c1ccccc1O)NCc1ccco1 (centres undefined),-0.1%,-16.5%,1.4%,-1.3%,12.4%,2.7%,-15.4%,0.3%,2.3%,
CC1CN(CCOCCSc2ccccc2)CC(C)O1 (centres undefined),-0.1%,-12.8%,-3.6%,-1.7%,0.4%,2.7%,-21.0%[20 µM],0.2%,6.9%,
CCOc1cc2[nH]c(=S)n(CC3CCCO3)c(=O)c2cc1OCC (centres undefined),0.2%,-15.8%,-1.1%,-2.3%,8.2%,-2.6%,6.9%,0.8%,-3.3%,
COc1ccc(S(=O)(=O)N2CCN(C(=O)Nc3ccccc3OC)CC2)cc1,0.0%,-20.5%,-2.5%,0.6%,1.7%,-2.6%,6.7%,-0.1%,1.0%,
CC(C)Cn1c(Cc2ccccc2)n[nH]c1=S,0.1%,-1.8%,-4.8%,-2.2%,-8.5%,-6.4%,21.8%,-0.2%,18.7%,

# Brought forward from above: 2 compounds; new compounds follow.
SMILES,GPR55 activation,NOD1 inhibition,KOR beta-arrestin-1,HIV fusion peptide,GPR55 antagonists,Dengue-2 NS5 capping,KOR beta-arrestin-2,West Nile antiviral,GPR35 arrestin U2OS,others
COc1ccc(S(=O)(=O)N2CCN(C(=O)Nc3ccccc3OC)CC2)cc1,0.0%,-20.5%,-2.5%,0.6%,1.7%,-2.6%,6.7%,-0.1%,1.0%,
CC(C)Cn1c(Cc2ccccc2)n[nH]c1=S,0.1%,-1.8%,-4.8%,-2.2%,-8.5%,-6.4%,21.8%,-0.2%,18.7%,
COc1cccc(C2C(C(=O)OC(C)C)=C(C)Nc3ncnn32)c1 (centres undefined),0.0%,0.5%,-5.1%,-1.0%,-7.1%,-2.7%,10.3%,-0.2%,-4.3%,Dengue-2 NS5 capping pilot replicate=-4.4
FC(F)(F)c1cnc(N2CCSCC2)c(Cl)c1,-0.1%,-3.1%,-4.3%,0.1%,13.3%,-7.0%,13.7%,0.1%,2.4%,
Cc1ccc(Cn2nc(C)c(NC(=O)c3nn(C)cc3Cl)c2C)cc1,-0.3%,-17.6%,6.8%,4.0%,-4.9%,3.9%,16.5%,-1.3%,-0.6%,
COC(=O)c1cc(S(=O)(=O)Nc2cc(OC)cc(OC)c2)c[nH]1,-0.2%,-12.5%,-5.3%,-0.3%,9.4%,6.2%,-24.9%,-0.5%,-5.9%,
CC(C)c1ccc(/C=C2\C(=O)N(CCN3CCOCC3)C(=S)N2C)cc1,0.0%,-5.9%,-3.7%,-1.8%,-0.2%,nt,10.7%,-1.4%,-1.2%,
O=C(CN(CCN1CCOCC1)C(=O)Cn1nnc(-c2ccc(F)cc2)n1)NC1CCCCC1,-0.1%,33.4%,1.2%,-1.5%,-0.2%,0.8%,-16.9%,-0.6%,18.4%,
Cc1cccc2nc3c(nc12)-c1ccccc1C3=O,0.2%,-0.2%,nt,-2.9%,-8.9%,-11.7%,5.4%,-0.3%,2.7%,
C[C@H](NC(=O)Cc1cccc2ccccc12)C(=O)NCc1ccccc1,0.6%,-18.8%,-4.5%,-1.1%,-5.1%,-4.6%,-4.6%,-0.8%,-15.7%,
COc1ccc(-c2noc(-c3ccccc3C(=O)NCc3ccco3)n2)cc1OC,-0.1%,-40.1%,-5.8%,-1.2%,8.7%,-1.6%,12.7%,nt,-2.2%,
O=C(Nc1cccc(-c2cccc(F)c2)c1)C1CCN(C2CCOCC2)CC1,0.6%,-27.6%,3.3%,1.3%,8.8%,-4.5%,-47.1%,2.2%,11.6%,
Cc1ccc(NC(=O)[C@@H](NC(=O)c2cccc(S(=O)(=O)N3CCOCC3)c2)C(C)C)cc1C,-0.4%,-10.6%,-1.8%,-0.2%,4.1%,-3.2%,-10.4%,-1.1%,-9.4%,
COc1ccc(OC)c(NC(=O)c2nc3ccccc3s2)c1,-0.4%,-29.6%,5.3%,1.5%,6.3%,-3.0%,3.1%,-0.7%,9.4%,
COc1cc(C(C)=O)ccc1OCC(O)CN1CCN(c2ccc(F)cc2)CC1 (centres undefined),0.4%,-6.1%,-2.1%,-0.8%,14.5%,-6.6%,-4.8%[20 µM],-2.0%,-2.2%,Dengue-2 NS5 capping pilot replicate=-6.4
CCOC(=O)C(=CNc1ccc(OC)cc1[N+](=O)[O-])C(=O)OCC,0.2%,-12.5%,-0.2%,-0.3%,-1.9%,-2.3%,-7.9%,-0.1%,0.0%,
CCOc1cc(/C=C2\NC(=O)NC2=O)cc([N+](=O)[O-])c1O,0.1%,0.9%,1.1%,-3.4%,-5.5%,71.9%,22.3%,0.3%,-10.0%,
CSc1nc(N)n2nc(-c3ccccc3)cc2n1,0.5%,-18.1%,-0.5%,0.1%,3.7%,nt,-13.8%,-0.3%,1.0%,

# Arranged by formula weight (lowest first): 5 of the compounds above.
SMILES,GPR55 activation,NOD1 inhibition,KOR beta-arrestin-1,HIV fusion peptide,GPR55 antagonists,Dengue-2 NS5 capping,KOR beta-arrestin-2,West Nile antiviral,GPR35 arrestin U2OS,others
CSc1nc(N)n2nc(-c3ccccc3)cc2n1,0.5%,-18.1%,-0.5%,0.1%,3.7%,nt,-13.8%,-0.3%,1.0%,
CCOC(=O)C(=CNc1ccc(OC)cc1[N+](=O)[O-])C(=O)OCC,0.2%,-12.5%,-0.2%,-0.3%,-1.9%,-2.3%,-7.9%,-0.1%,0.0%,
C[C@H](NC(=O)Cc1cccc2ccccc12)C(=O)NCc1ccccc1,0.6%,-18.8%,-4.5%,-1.1%,-5.1%,-4.6%,-4.6%,-0.8%,-15.7%,
Cc1ccc(Cn2nc(C)c(NC(=O)c3nn(C)cc3Cl)c2C)cc1,-0.3%,-17.6%,6.8%,4.0%,-4.9%,3.9%,16.5%,-1.3%,-0.6%,
COc1ccc(-c2noc(-c3ccccc3C(=O)NCc3ccco3)n2)cc1OC,-0.1%,-40.1%,-5.8%,-1.2%,8.7%,-1.6%,12.7%,nt,-2.2%,

# Bioassay records deposited in PubChem BioAssay by several laboratories.

# Not all compounds are listed, so the mix of outcomes need not match the whole.
